# Assay outcomes (PubChem)
# CYP2C19 act: human CYP2C19 activators, primary screen, biochemical, luminescence; 96,000 tested, under 10 active; AID 1025, 2008; activation factor at 5 µM; Cytochrome P450 2C19 (Homo sapiens), P33261; recombinant CYP2C19, luciferin-H EGE luminescence; active compounds read high; 0 = fully inhibited enzyme, 1 = untreated enzyme;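 active means activation factor of at least 2 at 5 µM in the primary screen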;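 further: 0 = wells with 2.5 mM tranylcypromine and 1 = vehicle-only wells; values of inactives mirror those of a sister screen read the other way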
# PostGolgi yeast: phenotypic screen on post-Golgi transport, primary screen | post-Golgi transport phenotypic cell assay | inhibition, % at 10 µM | 98,000 compounds, 0.9% hits | AID 739, 2007;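 further: yeast cells grown in 1536-well plates; yeast grown about 18 h at 30C before absorbance read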
# DAT uptake mod: changed hDAT dopamine uptake under cocaine IC80, either direction, primary screen, cocaine antagonist project, cell-based, LLC-PK1 hDAT, [14C]-dopamine uptake, MLSMR | Sodium-dependent dopamine transporter (Homo sapiens), Q01959 | LLC-PK1 hDAT cells, [14C]-dopamine uptake with cocaine IC80; actives deviate in either direction | B-score at 10 µM | 110,000 compounds, 1.3% hits | AID 449768, 2010;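 active means Z score or B-score, a plate-position-corrected score, falls beyond the plate's 99.7% confidence bounds, in either direction; inactive means both scores lie inside the 99.7% bounds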;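 further: scored against the spread of the other compound wells on the same plate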
# S1P2 agonist: S1P2 receptor agonists, primary screen, cell-based. activation, % at 4.5 µM. 97,000 compounds, 0.46% hits. S1P2-expressing cell line, agonist reporter read-out. Sphingosine 1-phosphate receptor 2 (Homo sapiens), O95136; in the data active means activation above about 16%;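 further: 0% = vehicle low control and 100% = maximal reference agonist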
# Target sequence (O95136 whole entry, looked up): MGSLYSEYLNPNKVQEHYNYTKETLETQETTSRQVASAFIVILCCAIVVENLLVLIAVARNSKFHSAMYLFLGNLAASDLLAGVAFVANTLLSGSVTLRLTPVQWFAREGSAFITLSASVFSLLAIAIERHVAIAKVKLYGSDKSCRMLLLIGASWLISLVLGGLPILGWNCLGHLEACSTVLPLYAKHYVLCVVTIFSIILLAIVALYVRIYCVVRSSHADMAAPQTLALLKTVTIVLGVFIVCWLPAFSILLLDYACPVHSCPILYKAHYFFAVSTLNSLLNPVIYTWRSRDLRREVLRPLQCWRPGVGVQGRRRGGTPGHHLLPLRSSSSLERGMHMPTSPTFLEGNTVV
# S1P2 antag: human S1P2 receptor antagonists, primary screen, cell-based; cell-based S1P2 antagonist assay, inhibition at 5 uM; inhibition, % at 5 µM; 97,000 compounds, 0.21% hits; in the data active means inhibition above about 45%;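 further: CRE beta-lactamase reporter cells expressing human S1P2 stimulated with S1P; 0% = agonist at EC80 alone and 100% = agonist plus reference antagonist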
# PostGolgi ctrl: growth inhibition of yeast control strain, primary screen, counter-screen for post-Golgi transport modulator project. 98,000 compounds, 5% hits. efflux-deficient yeast background strain, growth absorbance A615, 16 h. AID 738, 2007. inhibition, % at 10 µM
# sEH activator: soluble epoxide hydrolase activators, primary screen, biochemical, human sEH | Bifunctional epoxide hydrolase 2 (Homo sapiens), P34913 | activation, % at 2 µM | purified human sEH enzymatic activity, activator screen | 91,000 compounds, 0.04% hits | AID 717, 2007; in the data active means activation above about 37%; further: values of inactives mirror those of a sister screen read the other way
# Target sequence (P34913 whole entry, looked up): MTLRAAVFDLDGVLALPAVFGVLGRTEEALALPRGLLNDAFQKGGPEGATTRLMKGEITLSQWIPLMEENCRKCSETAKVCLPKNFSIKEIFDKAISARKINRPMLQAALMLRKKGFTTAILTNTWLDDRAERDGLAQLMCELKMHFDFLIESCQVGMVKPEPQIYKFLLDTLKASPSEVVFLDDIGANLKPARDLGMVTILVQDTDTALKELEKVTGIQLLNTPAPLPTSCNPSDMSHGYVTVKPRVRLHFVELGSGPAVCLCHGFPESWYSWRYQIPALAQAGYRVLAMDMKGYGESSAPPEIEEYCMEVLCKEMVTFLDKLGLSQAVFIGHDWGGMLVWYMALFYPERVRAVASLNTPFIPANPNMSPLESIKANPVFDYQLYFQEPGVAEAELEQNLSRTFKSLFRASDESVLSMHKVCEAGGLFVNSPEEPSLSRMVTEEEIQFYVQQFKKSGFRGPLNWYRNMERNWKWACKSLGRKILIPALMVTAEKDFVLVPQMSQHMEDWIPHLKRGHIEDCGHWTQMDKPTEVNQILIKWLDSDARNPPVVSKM
# sEH inh: soluble epoxide hydrolase inhibitors, primary screen, biochemical, human sEH; AID 707, 2007; inhibition, % at 2 µM; recombinant human sEH enzymatic activity assay; 91,000 compounds, 0.34% hits; Bifunctional epoxide hydrolase 2 (Homo sapiens), P34913; in the data active means inhibition above about 80%; further: values of inactives mirror those of a sister screen read the other way; many of its hits are not listed in these tables
# CYP2C19 inh: blockers of cytochrome P450 2C19 activity – biochemical, luminescence, ADME assay, primary screen. 96,000 compounds, 21% hits. CYP2C19 Supersomes, luciferin-H EGE luminescence, 30 min. AID 778, 2007. inhibition, % at 5 µM;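 active means CYP2C19 inhibition above a set limit at 5 µM in the primary screen, cut at about 50% in these data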;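 further: plate controls were negative control wells for no effect and 2.5 mM tranylcypromine positive control for full effect; values of inactives mirror those of a sister screen read the other way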
# Numbers without * were called inactive; . = not tested or not shown; & = joins results of further samples. Unless noted, no stated cut-off is given here; in the data, active means inhibition above about 30%; inactive means the rest.
(1) NS(=O)(=O)c1ccc(CNC(=O)CCC2CCCCC2)cc1
(2) COc1ccc(S(=O)(=O)N2CC3C4C=CC(C4)C3C2)cc1 (centres undefined)
(3) CCOc1ccc2c(C)c(C)c(=O)oc2c1OCC
(4) CCOc1cc(C(=O)Nc2ncccn2)cc(OCC)c1OCC
(5) COc1ccc(N2CCN(C(=O)CCn3nnc4ccccc43)CC2)cc1
(6) O=C1Nc2ccccc2C(O)(C(=O)NCc2ccc3c(c2)OCO3)N1c1ccc(Cl)c(Cl)c1 (centres undefined)

compound no.	1	2	3	4	5	6
CYP2C19 act	1	0.4	0.5	0.9	0.8	1
PostGolgi yeast	-4	-6	-9	0	7	-19
DAT uptake mod	0.62	-0.89	-0.34	1.3	-0.79	0.0085
S1P2 agonist	0	-9	0	-4	0	-5
S1P2 antag	-2	19	-8	-20	6	10
PostGolgi ctrl	8	47*	11	-3	18	20
sEH activator	-63	2	-3	4	-11	3
sEH inh	64	-2	3	-6	10	0
CYP2C19 inh	0	58*	51*	7	21	-3

(7) CCC(C)NC(=O)C1CCCN(C(=O)Nc2ccc(F)cc2)C1 (centres undefined)
(8) CCOC(=O)Cn1cnc([N+](=O)[O-])n1
(9) NC(=O)CSc1nnc(-c2ccc(S(=O)(=O)N3CCOCC3)cc2)n1Cc1ccccc1
(10) CC1(c2ccccc2)NC(=O)N(CC(=O)Nc2cccc(C#N)c2)C1=O (centres undefined)
(11) CCC(C)C(=O)N1CCc2cc(-c3csc(N)n3)ccc21 (centres undefined)
(12) COc1ccc(Br)cc1CNCCSc1nnnn1C

compound no.	7	8	9	10	11	12
CYP2C19 act	0.8	1.1	1	0.7	0.2	0
PostGolgi yeast	0	-2	-1	13	0	-3
DAT uptake mod	-0.12	-0.62	-0.012	0.79	0.33	0.56
S1P2 agonist	.	-4	-7	.	-3	-5
S1P2 antag	.	-3	11	.	-16	-2
PostGolgi ctrl	1	16	-1	4	3	-3
sEH activator	.	2	15	.	-2	6
sEH inh	.	-4	-16	.	2	-7
CYP2C19 inh	16	-14	5	34	78*	100*

(13) CCOC(=O)N1CCN(S(=O)(=O)c2ccc3c(c2)OCC(=O)N3)CC1
(14) CCCCOc1ccc(Cl)cc1CSc1nnc(C)n1N
(15) c1ccc(-n2nnnc2-n2cnc3ccccc32)cc1
(16) Cc1cc(=O)[nH]c(SCCCOc2ccccc2Cl)n1
(17) O=C(CCCSc1nc2ccccc2[nH]1)NC1=NCCS1
(18) COc1ccccc1N1CCN(S(=O)(=O)c2ccccc2F)CC1

compound no.	13	14	15	16	17	18
CYP2C19 act	0.9	0.8	0.2	0.5	0.5	0.4
PostGolgi yeast	-1	5	4	6	6	-7
DAT uptake mod	-0.22	-0.9	-1	-1.4	-0.058	-0.015
S1P2 agonist	-3	-4	1	-4	1	-4
S1P2 antag	21	-3	-12	-10	-20	-25
PostGolgi ctrl	4	1	2	15	-2	11
sEH activator	-4	-6	8	-15	.	-13
sEH inh	5	9	-6	15	.	15
CYP2C19 inh	14	19	82*	45	49	64*

(19) COc1ccc(N2CCN(C(=O)CSc3nc4c(c(=O)n(C)c(=O)n4C)n3C(C)C)CC2)cc1
(20) CCOC(=O)c1cccc(NC(=O)CCc2nc(-c3ccc(C)cc3)no2)c1
(21) CCc1nccn1S(=O)(=O)c1cc(C)c(OC)cc1C
(22) CCOC(=O)C1=C(N2CCCCC2)c2cc3c(n2C1=O)CCCC3
(23) COCCN(C(=O)CCCC(=O)Nc1ccccn1)C(C(=O)NC1CCCC1)c1ccc(C)cc1 (centres undefined)
(24) COc1ccc(N(CC(=O)Nc2cccc(C(=O)O)c2)S(=O)(=O)c2c(C)noc2C)cc1

compound no.	19	20	21	22	23	24
CYP2C19 act	0.7	0.8	0.8	0.9	0.5	1
PostGolgi yeast	11	-8	-2	2	2	-6
DAT uptake mod	-0.13	0.15	0.089	2.2	-0.66	-0.0047
S1P2 agonist	-5	0	16*	-2	-3	-2
S1P2 antag	-8	1	-6	3	24	12
PostGolgi ctrl	21	-5	0	33*	4	7
sEH activator	12	-6	-12	.	-8	.
sEH inh	-15	8	10	.	8	.
CYP2C19 inh	33	22	22	12	47	4

# A different layout for part of the listing above.
entry	canonical_smiles	CYP2C19 act	PostGolgi yeast	DAT uptake mod	S1P2 agonist	S1P2 antag	PostGolgi ctrl	sEH activator	sEH inh	CYP2C19 inh
19	COc1ccc(N2CCN(C(=O)CSc3nc4c(c(=O)n(C)c(=O)n4C)n3C(C)C)CC2)cc1	0.7	11	-0.13	-5	-8	21	12	-15	33
20	CCOC(=O)c1cccc(NC(=O)CCc2nc(-c3ccc(C)cc3)no2)c1	0.8	-8	0.15	0	1	-5	-6	8	22
21	CCc1nccn1S(=O)(=O)c1cc(C)c(OC)cc1C	0.8	-2	0.089	16*	-6	0	-12	10	22

# New compounds follow:
(25) OCCN(Cc1ccccc1)CC1CC=CCC1 (centres undefined)
(26) COc1ccccc1OCC(=O)NCc1ccco1
(27) COc1ccc(NC(=O)CN(C)S(=O)(=O)c2cccs2)cc1
(28) CC(C)OC(=O)CN1CCN(C2c3ccccc3-c3ccccc32)CC1
(29) O=C(CN1CCSCC1)c1c[nH]c2ccccc12
(30) CC(C)(C)c1ccc(OCC(=O)NCCN2CCCC2)cc1

compound no.	25	26	27	28	29	30
CYP2C19 act	0.9	0.8	0.6	0.7	0.4	1
PostGolgi yeast	6	3	8	7	19	13
DAT uptake mod	-0.78	-0.066	-1	0.75	-0.14	1.3
S1P2 agonist	-5	-6	-5	-2	-2	-2
S1P2 antag	9	-13	8	12	23	-4
PostGolgi ctrl	10	0	1	13	3	-9
sEH activator	10	-2	.	2	5	3
sEH inh	-9	2	.	-1	-3	0
CYP2C19 inh	13	17	44	31	64*	1

(31) Cc1ccc(Cn2cccc(NC(=O)NCc3ccccc3)c2=O)cc1
(32) CN(C)S(=O)(=O)N1CCN(Cc2ccccc2)CC1
(33) CCn1cc(CNC(=O)c2cc(-c3ccccc3OC)nc3ccccc23)c(C)n1
(34) CCC(C)Nc1nc(-c2cccc(OC)c2O)nc2ccccc12 (centres undefined)
(35) CCn1c(Cn2nnc(-c3ccccc3)n2)nnc1SCC(=O)Nc1ccccc1
(36) Cc1noc(C)c1S(=O)(=O)Nc1ccc(C(=O)N2CCCCC2)cc1

compound no.	31	32	33	34	35	36
CYP2C19 act	0.9	0.1	0.9	.	1	0.8
PostGolgi yeast	-9	11	-1	25	-1	17
DAT uptake mod	-0.093	-0.2	0.35	3.7*	-0.025	-1.3
S1P2 agonist	-2	-2	-7	-6	-12	-7
S1P2 antag	7	-10	5	-6	-12	-2
PostGolgi ctrl	-8	3	6	72*	3	-3
sEH activator	-11	17	8	6	-11	12
sEH inh	10	-20	-6	-5	12	-12
CYP2C19 inh	7	93*	9	.	2	23

(37) COc1cc2c(cc1OC)-c1nnc(C)n1C(C)(C)C2
(38) N#CC1=C(SCc2ccccc2)NC(=O)CC1c1cccc(O)c1 (centres undefined)
(39) Cc1cc(C)c(/C=N/NC(N)=O)c(C)c1/C=N/NC(N)=O
(40) O=C(COc1ccc(Br)cc1)Nc1ccc(-c2nnc(-c3ccco3)o2)cc1
(41) O=C(Nc1ccc2c(c1)nc1n2CCN(Cc2ccccc2)C1)NC1CCCCC1
(42) Cc1ccccc1C(=O)NNC1=NCCC1

compound no.	37	38	39	40	41	42
CYP2C19 act	1.3	0.2	1.1	0.4	0.8	1.1
PostGolgi yeast	-5	28	-8	0	-4	-3
DAT uptake mod	0.15	2.1	-0.7	0.3	-0.34	-0.011
S1P2 agonist	.	-11	-5	-6	-3	-4
S1P2 antag	.	9	-16	3	15	-24
PostGolgi ctrl	-1	5	-7	3	-2	1
sEH activator	.	.	-8	-13	-91	-2
sEH inh	.	.	8	12	91*	4
CYP2C19 inh	-26	78*	-6	64*	18	-10

(43) CC(C)N(C(=O)Cn1cnc2c(cnn2-c2ccccc2Cl)c1=O)C(C)C
(44) CCn1c(C)c(CCC(=O)O)c(=O)n2nc(-c3ccccc3OC)cc12
(45) CCOc1ncccc1C(=O)Nc1cccc(C(=O)Nc2cccc(S(=O)(=O)CCO)c2)c1
(46) Cc1ccc(S(=O)(=O)c2cccc(S(=O)(=O)N3CCCC3)c2)cc1S(=O)(=O)N1CCCC1
(47) N=c1ccn(Cc2ccc(Cl)cc2)cc1
(48) CCCS(=O)(=O)N1CCC(C(=O)NCCc2ccc(OC)c(OC)c2)CC1

compound no.	43	44	45	46	47	48
CYP2C19 act	1	0.9	0.8	0.5	1	1.2
PostGolgi yeast	9	-4	1	2	7	-4
DAT uptake mod	-0.0048	0.3	1.4&-0.067	-0.67	-1.7	-0.58
S1P2 agonist	-5	-6	1	.	-5	-6
S1P2 antag	-1	-3	-7	.	26	9
PostGolgi ctrl	0	-11	6	-7	-11	2
sEH activator	-9	6	-5	.	0	.
sEH inh	6	-6	6	.	2	.
CYP2C19 inh	4	9	20	52*	1	-15

(49) Cc1ccc(C)c2[nH]c(=O)c(CN(CC3CCCO3)C(=O)NC3CCCCC3)cc12 (centres undefined)
(50) O=S(=O)(c1ccc(N2CCCC2)nc1)N1CCOCC1
(51) COc1ccc2cc(S(=O)(=O)N3CCCCC3)ccc2c1S(=O)(=O)N1CCCCC1
(52) COc1ccc(S(=O)(=O)N2CCN(C3CCCCCCC3)CC2)cc1
(53) O=c1n(S(=O)(=O)c2cccc3cccnc23)c2ccccc2n1S(=O)(=O)c1cccc2cccnc12
(54) CCCCNC(=O)CCNS(=O)(=O)c1ccc(Br)cc1

compound no.	49	50	51	52	53	54
CYP2C19 act	0.7	1.2	0.8	0.7	0.8	0.8
PostGolgi yeast	0	9	12	29	-5	-8
DAT uptake mod	2.9	-0.78	0.6	0.68	-1.5	-0.081
S1P2 agonist	.	-2	-5	.	-1	-10
S1P2 antag	.	16	2	.	-18	-12
PostGolgi ctrl	10	11	20	5	2	3
sEH activator	.	-4	-5	.	4	-11
sEH inh	.	3	7	.	-2	9
CYP2C19 inh	29	-19	25	32	17	19

(55) Cc1nc2ccccc2n1/C(=N/S(=O)(=O)c1ccc(Br)cc1)c1ccccc1
(56) Nc1nc(SCC(=O)NCCC(c2ccccc2)c2ccccc2)n[nH]1
(57) Cc1ccc(C(=O)Nc2ccc(N3CCN(S(C)(=O)=O)CC3)cc2)cc1
(58) CCOc1cccc2cc(C(=O)N3CCc4ccccc4C3)c(=O)oc12
(59) CCOC(=O)c1c(O)c2c([nH]c1=O)CCCC2
(60) COc1cccc(-c2nnc(SCC(=O)Nc3cc(C)ccc3OC)n2N)c1
(61) Cc1cccc(-c2csc(NC(=O)c3cnccn3)c2C(=O)OC(C)C)c1
(62) Cc1ccn2cc(C(=O)Nc3ccccc3N3CCOCC3)nc2c1
(63) CC(C)=CCC(C)(C)C1OCCN1C(=O)c1ccccc1 (centres undefined)

compound no.	55	56	57	58	59	60	61	62	63
CYP2C19 act	.	0	1.1	0.3	0.9	0.8	0.7	0.6	0.3
PostGolgi yeast	-3	2	2	-2	-5	1	-5	1	-10
DAT uptake mod	-0.21	0.088	-0.11	0.3	-0.047	-0.12	0.093	-0.013	-0.64
S1P2 agonist	-3	-5	-3	-1	-2	-7	6	-4	-3
S1P2 antag	16	4	6	3	-7	18	-2	2	-6
PostGolgi ctrl	-4	4	3	1	1	-1	6	12	17
sEH activator	24	2	-4	6	11	-3	4	11	.
sEH inh	-22	-2	2	-5	-9	2	-1	-11	.
CYP2C19 inh	.	96*	-6	68*	9	18	30	45	71*
